# Screens (PubChem)
# CRFR2-BP antag = antagonists of CRF-BP/CRF-R2 complex, primary screen, cell-based, HEK293, calcium dye fluorescence, uHTS; CRF-induced calcium fluorescence; inhibition, % at 11.8 µM; 350,000 compounds, 0.59% hits;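 active means inhibition of the ligand-induced calcium signal above about 50% at the single tested concentration, limit read from the data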
# HCV NS3 hel inh = inhibitors of HCV NS3 helicase, primary screen, biochemical, Cy5 molecular beacon fluorescence | 290,000 compounds, 0.56% hits | NS3 helicase DNA unwinding | inhibition, % at 10.9 µM | Hepatitis C virus NS3 helicase;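 active means inhibition above the mean of all tested compounds plus 3 SD, set per campaign, cut at about 35% in these data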;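 further: 0% = DMSO wells and 100% = thioflavine S control wells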
#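 Test system: hepatitis C virus NS3 helicase domain fragment enzyme. Also added: annealed dual-labelled DNA beacon duplex, ATP-started. Timing: 60 min unwinding reaction at 25 °C after ATP addition. Technique: Cy5 fluorescence. Measure: % inhibition of unwinding.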
# MEKK2 mut-MEK5 = MEK5 binding signal on mutant MEKK2 PB1, primary screen, biochemical, multiplex bead flow cytometry, Alexa488-MEK5. Alexa488-MEK5 binding to MEKK2 mutant. percent response, % at 10 µM. 290,000 compounds, 0.35% hits; in the data active means percent response above about 24%, passing the limit was not always enough; further: inactives centre near 1; some results filed as inactive read as strong as hits; reference of the scale not given here
# CRFR2-BP ag = agonists of CRF-BP/CRF-R2 complex, primary screen, cell-based, HEK293, calcium dye fluorescence, uHTS | AID 588473, 2011 | 350,000 compounds, 0.46% hits | activation, % at 13.2 µM | calcium dye fluorescence (FLIPR); percent of saturating CRF peptide response;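 active means activation of at least 50%, plus an integration ratio under a set limit after plate pattern correction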;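 further: plate controls were neutral control wells without compound for no effect and CRF at EC100 for full effect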
# DNA FID counter = compounds displacing fluorescent DNA intercalator, primary screen, artefact control for HCV NS3 helicase inhibitor project, biochemical, FID fluorescence. 290,000 compounds, 0.17% hits. DNA fluorescent intercalator displacement. inhibition, % at 7.9 µM; in the data active means inhibition above about 37%;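 further: 0% = vehicle and 100% = reference compound; higher means more ethidium bromide displaced from hairpin DNA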
# SUMO HTRF inh = inhibitors of in vitro SUMOylation cascade, primary screen, biochemical, HTRF, uHTS; SUMO-conjugating enzyme UBC9 (Homo sapiens), P63279; 290,000 compounds, 0.36% hits; AID 2006, 2009; HTRF SUMOylation assay, SAE1/SAE2 + UBC9; inhibition, % at 35 µM; in the data active means inhibition above about 50%, passing the limit was not always enough; further: strong numbers were not always called active
# Target sequence (P63279 whole entry, looked up): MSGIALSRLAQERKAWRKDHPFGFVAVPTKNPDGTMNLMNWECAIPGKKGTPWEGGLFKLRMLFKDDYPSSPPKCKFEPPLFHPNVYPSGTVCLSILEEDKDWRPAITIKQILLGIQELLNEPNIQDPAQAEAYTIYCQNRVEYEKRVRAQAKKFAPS
# MEKK2wt PB1 HTS = modulators of MEK5 binding to wildtype MEKK2, primary screen, biochemical, multiplex bead flow cytometry, Alexa488-MEK5; Alexa488-MEK5 binding to MEKK2 WT; actives lie on both sides; 290,000 compounds, 1.1% hits; AID 1531, 2009; Mitogen-activated protein kinase kinase kinase 2 (Homo sapiens), Q9Y2U5; binding response (% of control), % at 10 µM; in the data active means binding response below about 67% or above about 130%
# MEKK3 PB1 HTS = modulators of MEKK3-MEK5 PB1 binding, primary screen, biochemical, wildtype MEKK3, multiplex bead flow cytometry, Alexa488-MEK5; AID 1529, 2009; Mitogen-activated protein kinase kinase kinase 3 (Homo sapiens), Q99759; bead-based flow cytometry, Alexa488-MEK5 binding to MEKK3; actives lie on both sides; 0 = blocked by unlabeled MEK5, 100 = vehicle; 290,000 compounds, 1.4% hits; binding response (% of control), % at 10 µM;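 active means binding response more than 3 SD above or below the average of its plate-row segment, actives on both sides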;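 further: Alexa488 bead fluorescence after subtracting the streptavidin-only scavenger bead signal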
# Target sequence (Q99759 whole entry, looked up): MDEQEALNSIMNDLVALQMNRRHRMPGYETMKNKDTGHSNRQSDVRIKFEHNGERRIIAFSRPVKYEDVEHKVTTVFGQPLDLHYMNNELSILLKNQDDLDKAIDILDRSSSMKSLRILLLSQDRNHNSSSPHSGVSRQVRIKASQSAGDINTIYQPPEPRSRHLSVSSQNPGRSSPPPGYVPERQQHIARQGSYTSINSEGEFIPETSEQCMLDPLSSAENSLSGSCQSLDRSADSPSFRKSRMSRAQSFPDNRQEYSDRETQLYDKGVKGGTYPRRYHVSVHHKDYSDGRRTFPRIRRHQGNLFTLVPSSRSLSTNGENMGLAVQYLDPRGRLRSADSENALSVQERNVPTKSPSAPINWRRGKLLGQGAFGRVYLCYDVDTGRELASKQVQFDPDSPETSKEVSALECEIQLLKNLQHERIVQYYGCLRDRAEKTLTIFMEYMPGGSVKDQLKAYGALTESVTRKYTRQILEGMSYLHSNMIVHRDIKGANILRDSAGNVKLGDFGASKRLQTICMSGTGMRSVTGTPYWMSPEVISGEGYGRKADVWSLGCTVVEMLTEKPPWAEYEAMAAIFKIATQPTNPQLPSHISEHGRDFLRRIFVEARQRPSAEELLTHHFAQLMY
# GalR3 antag = GalR3 antagonists in HEK293 cells, primary screen, cell-based, fluorescence readout | Galanin receptor type 3 (Homo sapiens), O60755 | HEK293 GalR3-CNG cAMP membrane potential fluorescence; galR3 body fused to GalR1 C-terminus | inhibition, % at 3 µM | 360,000 compounds, 0.44% hits | AID 651719, 2012;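 active means inhibition above the screen-wide average plus 3 SD, cut at about 13% in these data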;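 further: forskolin and galanin both at EC90 stimulate the cells; cAMP rise reported by CNG channel membrane potential dye signal; 0% = forskolin plus galanin with DMSO and 100% = forskolin alone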
# Target sequence (O60755 1-299 limits assumed): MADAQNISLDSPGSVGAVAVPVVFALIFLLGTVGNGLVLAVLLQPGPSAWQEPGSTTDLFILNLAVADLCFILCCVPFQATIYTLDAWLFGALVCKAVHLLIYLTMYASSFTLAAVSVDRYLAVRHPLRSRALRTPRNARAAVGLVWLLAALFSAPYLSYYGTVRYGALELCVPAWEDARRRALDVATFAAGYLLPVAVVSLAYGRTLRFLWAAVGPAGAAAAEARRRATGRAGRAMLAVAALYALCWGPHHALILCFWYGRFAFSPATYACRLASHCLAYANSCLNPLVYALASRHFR
# The depositor's hits bear a star; . = not tested or not shown.
# A first look (3 entries):
SMILES,CRFR2-BP antag,HCV NS3 hel inh,MEKK2 mut-MEK5,CRFR2-BP ag,DNA FID counter,SUMO HTRF inh,MEKK2wt PB1 HTS,MEKK3 PB1 HTS,GalR3 antag
CCCc1nnc(SCc2ccc(OC)cc2)n1N,-13.8,1.9,3.0,1.9,-4.6,8.6,99.0,100.0,1.5
Cc1ccc(N2C(=O)N(CC(=O)N3CCCc4ccccc43)C(=O)C2C)cc1 (centres undefined),-7.6,-2.7,4.0,-0.9,-5.7,-25.0,97.0,96.0,-6.9
Cc1ccc(C)c(S(=O)(=O)N/N=C/c2ccc(C(=O)O)cc2)c1,-5.3,-0.6,-2.0,-0.6,-0.2,4.3,99.0,100.0,-10.4

# Results, repeating the preview:
SMILES,CRFR2-BP antag,HCV NS3 hel inh,MEKK2 mut-MEK5,CRFR2-BP ag,DNA FID counter,SUMO HTRF inh,MEKK2wt PB1 HTS,MEKK3 PB1 HTS,GalR3 antag
CCCc1nnc(SCc2ccc(OC)cc2)n1N,-13.8,1.9,3.0,1.9,-4.6,8.6,99.0,100.0,1.5
Cc1ccc(N2C(=O)N(CC(=O)N3CCCc4ccccc43)C(=O)C2C)cc1 (centres undefined),-7.6,-2.7,4.0,-0.9,-5.7,-25.0,97.0,96.0,-6.9
Cc1ccc(C)c(S(=O)(=O)N/N=C/c2ccc(C(=O)O)cc2)c1,-5.3,-0.6,-2.0,-0.6,-0.2,4.3,99.0,100.0,-10.4
O=C(Nc1cccnc1)c1ccc([N+](=O)[O-])o1,-15.8,18.2,1.0,4.8,-6.4,10.4,99.0,95.0,-3.0
Cc1ccc(C(c2nnnn2CCc2ccccc2)N2CCSCC2)cc1 (centres undefined),7.6,-4.7,.,-0.8,-6.7,-15.5,.,.,-4.4
C=CCOC(=O)C1=C(C)OC(N)=C(C#N)C1c1ccc(F)cc1 (centres undefined),-41.4,1.4,.,5.9,-7.6,-4.2,.,.,4.7
O=C(COc1ccc(-n2ccnc2)cc1)Nc1cccc(F)c1,4.4,9.1,1.0,-1.6,-3.1,8.4,99.0,104.0,-9.3
COc1ccccc1NC(=S)NNC(=O)c1ccccc1Br,-11.2,1.1,-2.0,1.1,-4.3,-45.3,92.0,92.0,-5.0
CCCCn1c(=O)c(Cc2ccccc2)c(O)c2ccccc21,12.7,-2.3,.,1.3,-2.0,5.8,.,.,1.3
CC(NC(=O)C1CC12CCC2)c1ccccc1 (centres undefined),-69.0,-10.0,0.0,6.2,-7.5,1.1,102.0,97.0,-2.9
CC1CCc2c(sc(NC(=O)c3ccccc3C(=O)O)c2C#N)C1 (centres undefined),-2.6,4.9,-9.0,-0.7,-14.8,12.4,97.0,99.0,-5.9
COc1ccc(/C=C2\SC(=S)N(C(C)C(=O)NC3C=CS(=O)(=O)C3)C2=O)cc1 (centres undefined),-4.0,10.1,-8.0,1.5,-49.9,-2.2,94.0,97.0,2.5
Cc1ccc(/C=N/n2nnnc2N)cc1[N+](=O)[O-],-1.8,-5.3,10.0,-1.4,3.0,3.2,126.0,128.0*,-2.0
CCn1c(=O)n(CC(=O)Nc2ccc(F)cc2)c(=O)c2ccccc21,-6.3,1.9,-1.0,-0.3,1.9,11.6,95.0,99.0,2.2
CC(=O)Nc1ccc(NC(=O)CCOc2cc(C)ccc2C)cc1,4.9,5.6,-4.0,-1.9,-15.9,-2.7,95.0,101.0,-7.8
CCNC(=O)c1ccccc1SCC(=O)Nc1ccc(F)cc1,-8.9,2.1,-2.0,0.5,-4.6,-14.2,94.0,95.0,-3.8
O=C(O)CCC(=O)N1CCC[C@H]1C(=O)O,-2.0,.,8.0,-0.8,.,11.5,118.0,108.0,-2.7
CC(C)(C)c1ccc(OCC(=O)N/N=C/C2CC=CCC2)cc1 (centres undefined),-12.7,0.5,-3.0,5.6,-11.2,-7.5,96.0,105.0,3.9
O=C(NCc1ccc2c(c1)OCO2)c1ccc2snnc2c1,-4.5,4.9,-9.0,-1.9,1.4,-1.9,96.0,87.0,-2.7
COc1ccc(C(=O)NNC(=O)CCn2nnc(-c3ccc(Cl)cc3)n2)cc1OC,-14.0,4.0,-7.0,-2.4,-12.9,8.9,98.0,101.0,-2.2
CCOC(=O)C1CCCN(CC(=O)Nc2cc(C)cc(C)c2)C1 (centres undefined),11.2,5.0,0.0,-5.4,-7.4,7.5,100.0,103.0,-1.7
Cc1ccc(NC(=O)NCc2cccn2C)cc1C,2.8,6.5,-2.0,0.5,-4.1,17.3,95.0,90.0,-14.0
COc1cc(OC)c(OC)cc1CN1CCCC(C(=O)c2sccc2C)C1 (centres undefined),11.8,-2.6,-6.0,-1.0,15.0,-2.1,99.0,96.0,-0.6
Cn1[nH]c(C(F)(F)F)c(C=Nc2ccc(Cl)cc2)c1=O,10.4,14.1,-1.0,0.4,-0.1,15.1,98.0,103.0,-3.4
CCC(=O)NCC(c1cccs1)S(=O)(=O)c1ccc(C)cc1 (centres undefined),-5.9,3.0,-7.0,-0.1,-13.9,3.6,101.0,96.0,-1.0
# Following part.
SMILES,CRFR2-BP antag,HCV NS3 hel inh,MEKK2 mut-MEK5,CRFR2-BP ag,DNA FID counter,SUMO HTRF inh,MEKK2wt PB1 HTS,MEKK3 PB1 HTS,GalR3 antag
O=C(Nn1cnnc1)c1cc2c(s1)CCCC2,2.3,-0.5,9.0,-1.1,-1.3,5.7,100.0,100.0,-3.4
COc1cc(CCC(=O)NCC2CCCO2)cc(OC)c1OC (centres undefined),-8.5,7.9,3.0,1.6,-8.6,-9.6,104.0,101.0,-0.9
COc1cccc(C(=O)Oc2ccc3ccc(O)cc3c2)c1,-14.8,3.3,1.0,0.1,-8.9,-13.4,100.0,100.0,.
COc1ccc(-c2csc(NC(=O)c3ccc(S(=O)(=O)N4CCc5ccccc5C4)cc3)n2)c(OC)c1,-12.7,14.1,-3.0,-0.2,0.3,-8.9,88.0,83.0,-10.9
O=C(CCN1C(=O)C2CCCCC2C1=O)Nc1nc(-c2ccccc2)cs1 (centres undefined),-3.6,-2.8,-1.0,-0.3,-24.4,-4.2,99.0,101.0,-7.8
Cc1nccn1CCCNC(=O)CC1C(=O)NCCN1Cc1ccc(F)cc1Cl (centres undefined),11.3,-15.3,1.0,1.0,1.2,-5.3,106.0,95.0,-0.3
Nc1c(C(=O)Nc2ccc(S(=O)(=O)N3CCCC3)cc2)sc2nc3cc4c(cc3cc12)CCC4,-61.1,8.4,1.0,24.6,-3.8,20.1,87.0,122.0,12.5
O=C(Nc1ccc2c(c1)OCCO2)c1ccncc1,-6.1,-2.6,1.0,-0.6,-1.9,3.4,106.0,101.0,-2.6
CCc1nnc(NC(=O)C2CCCN(S(=O)(=O)c3ccccc3)C2)s1 (centres undefined),-35.3,2.2,-7.0,-2.0,-21.1,7.6,88.0,88.0,-6.7
CCC(C)(C)NC(=O)C(C)OC(=O)c1nsc(Cl)c1Cl (centres undefined),9.3,7.0,-2.0,1.9,-3.5,-4.6,102.0,95.0,-1.0
CCOC(=O)c1ccc(NC(=S)NCC(O)c2ccccc2)cc1 (centres undefined),-4.9,-9.9,.,0.3,-5.7,-28.6,.,.,3.9
Cn1nccc1C(=O)N1CCN(S(=O)(=O)c2ccc(Br)s2)CC1,3.3,2.2,5.0,5.8,-12.0,7.4,105.0,100.0,-0.5
CCOc1ccccc1-n1c(SCC(=O)Nc2nccs2)nnc1-c1ccoc1C,18.3,-9.7,4.0,-1.0,-32.5,-17.4,99.0,97.0,-5.5
O=[N+]([O-])c1nn(-c2ccc3c(c2)OCCO3)n(O)c1=NC1CCCCC1,-17.6,0.0,1.0,0.1,0.5,2.9,93.0,99.0,-1.5
CSCCC(=O)N1C(C)CCCC1C(=O)O (centres undefined),-4.3,3.8,7.0,0.1,2.4,21.2,108.0,110.0,-2.5
Cc1ccc(-n2cc(CN(C)Cc3nccn3C)c(-c3ccc(F)cc3)n2)cc1,-12.7,-69.9,1.0,-3.0,14.3,6.4,118.0,109.0,-5.4
Cc1cc(NC(=O)c2c(Cl)cnn2C)no1,2.6,3.6,14.0,-0.5,2.4,2.4,103.0,105.0,-3.1
CCNc1nc(Oc2c(Cl)cccc2Cl)cc(C(F)(F)F)n1,-38.3,5.5,-2.0,0.8,-0.7,-20.2,97.0,98.0,-5.0
O=C(CSc1ncn[nH]1)Nc1ccc([N+](=O)[O-])cc1Br,-6.1,-12.1,-3.0,-1.2,4.8,-5.6,94.0,96.0,-2.8
Cc1nn(C(=O)c2ccc3c(c2)OCO3)c(N)c1-c1ccccc1,25.8,-5.1,12.0,11.8,-5.7,-1.2,109.0,110.0,.
Cc1nnc(SCc2nnc(-c3cccs3)o2)s1,0.7,-1.9,4.0,0.4,-2.2,18.7,101.0,98.0,-4.5
O=C1C=C(O)c2cccc(O)c2C1=O,-6.3,.,2.0,-0.6,.,72.1,100.0,98.0,-7.5
O=C(Nc1cccnc1)c1cc(-c2ccc(Br)cc2)on1,6.8,-6.8,2.0,0.7,-4.7,0.8,109.0,108.0,3.0
Cc1ccccc1Cn1nc(C)c(NC(=O)c2noc3c2CC(C(C)(C)C)CC3)c1C (centres undefined),4.9,7.5,-2.0,-1.8,1.3,-35.9,94.0,101.0,-5.3
COc1cc2c(C(=O)Nc3ccccc3F)cn(C)c(=O)c2cc1OC,8.5,5.0,17.0,-2.5,-16.2,-2.5,108.0,110.0,-7.4
# (continued)
SMILES,CRFR2-BP antag,HCV NS3 hel inh,MEKK2 mut-MEK5,CRFR2-BP ag,DNA FID counter,SUMO HTRF inh,MEKK2wt PB1 HTS,MEKK3 PB1 HTS,GalR3 antag
CCC(=O)NNC(=S)NC(=O)c1ccc(C)cc1,-29.2,10.2,-11.0,4.4,1.5,2.2,93.0,98.0,5.1
Cc1ccc(CNC(=O)C2CCN(c3nn4c(=O)cc(C)nc4s3)CC2)cc1,-11.1,6.3,-3.0,-1.8,-34.5,17.4,96.0,102.0,0.8
C/C(=N\NC(=O)c1cc(C)nc2ccccc12)c1cccs1,1.6,-3.1,6.0,0.2,-12.7,18.2,97.0,98.0,-6.0
CCOC(=O)c1c(NC(=O)CN2CCCc3ccccc32)sc(C(C)=O)c1C,-1.0,1.3,14.0,1.3,-0.6,12.8,108.0,106.0,-9.8
O=C1NC(O)(c2ccccc2)Oc2ccccc21 (centres undefined),-8.9,.,-4.0,-0.2,.,.,94.0,98.0,-8.9
O=C(CSc1nnc(NC(=O)C2CC(=O)N(c3ccccc3)C2)s1)NC1CCCC1 (centres undefined),13.7,0.8,0.0,-2.8,-37.1,10.1,100.0,100.0,-3.7
COc1ccc(/C=N/NC(=O)c2cccnc2)cc1CN1CCCc2ccccc21,-5.8,8.0,-7.0,-3.1,-14.1,-19.7,95.0,102.0,-2.8
COc1cc(NC(=O)COC(=O)/C=C/c2c(C)nn(-c3ccc(F)cc3)c2Cl)cc(OC)c1,-11.0,9.7,-1.0,0.4,-6.1,-4.2,105.0,95.0,-2.5

# Only part of the results is shown; the hit share may differ from the screen's.
